Source: PubChem (several laboratories)
CR mimetic SO – yeast age-related superoxide inhibition as caloric restriction mimetic; superoxide response (% of plate mean), % at 10 µM; hit rate 0.18% among 330,000; S. cerevisiae aged cells, superoxide DHE fluorescence; hits give low values;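 active = superoxide response under a set limit, about three screen SD below normal, cut at about 65% in these data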;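 also: yeast aged for seven days with compound at 30 °C before DHE staining; 100% = average MFI of all compound-treated wells on the plate with controls excluded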
procasp3 activ – procaspase-3 (human) activation; P42574; recombinant procaspase-3 D3A, Ac-DEVD-pNA absorbance 405 nm; activation, % at 8.5 µM; hit rate 0.11% among 330,000; AID 463141;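 active = activation above the mean of all tested compounds plus 3 SD, cut at about 21% in these data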;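 also: 0% = DMSO alone and 100% = DMSO wells spiked with extra 5 µM PC-3 D3A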
Target sequence (P42574 whole entry D9A/D28A/D175A): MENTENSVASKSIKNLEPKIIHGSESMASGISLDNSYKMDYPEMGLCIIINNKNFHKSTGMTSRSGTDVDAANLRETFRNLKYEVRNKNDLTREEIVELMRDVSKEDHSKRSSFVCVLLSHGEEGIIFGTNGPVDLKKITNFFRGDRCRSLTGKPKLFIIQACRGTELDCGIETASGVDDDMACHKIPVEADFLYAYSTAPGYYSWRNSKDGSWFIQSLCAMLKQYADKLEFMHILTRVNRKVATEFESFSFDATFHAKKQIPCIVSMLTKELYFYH
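material = Procaspase-3 D3A mutant | probe or stimulus = Ac-DEVD-pNA | compound = single dose, 8.5 µM nominal compound, 0.8% DMSO | timing = 1 h preincubation, 2 h reaction | measured by = 405 nm absorbance of p-nitroaniline, reads at 0 and 120 min | benchmarks = DMSO-only low control, 5 µM PC-3 D3A high control | repeats = singlicate, each compound tested once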
MEP2 TOR yeast – yeast TOR pathway MEP2-GFP modulation. S. cerevisiae MEP2-GFP strain, flow cytometry GFP, 3 h; 100% = DMSO control level. GFP response vs DMSO, % at 10 µM. hit rate 0.51% among 330,000. AID 2016;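 active = GFP response versus DMSO above a set limit, roughly screen mean plus 3 SD, cut at about 180% in these data; inconclusive = fewer than 70 cells counted for a yeast strain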;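 also: median GFP fluorescence of the barcode-gated MEP2-GFP cells per well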
proCasp7 act – activates human procaspase-7, counter-screen for procaspase-3 activators. P55210. activation, % at 8.5 µM. AID 463210. recombinant procaspase-7, Ac-DEVD-pNA absorbance 405 nm; D23A/D198A/D206A triple mutant, cannot self-cleave; scale: DMSO 0, 5 µM enzyme 100. hit rate 0.093% among 330,000;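 active = percent activation above the screen-wide mean plus 3 SD, cut at about 25% in these data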
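Assay system: Uncleavable procaspase-7 mutant enzyme / Input: 2 µM procaspase-7 mutant as dispensed / Dosing: single nominal 8.5 µM compound dose, 0.8% DMSO final / Timing: 1 h enzyme–compound preincubation and 2 h substrate reaction, both 25 °C / Detection: p-Nitroaniline absorbance at 405 nm, read at 0 and 120 min / Replication: singlicate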
RPL19A-GFP yeast – alters RPL19A-GFP fluorescence in TOR pathway yeast screen; AID 2025; percent response vs DMSO, % at 10 µM; S. cerevisiae RPL19A-GFP strain, flow cytometry, 3 h; hits give low values; hit rate 0.3% among 330,000;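 active = percent response vs DMSO below 50%; inconclusive = fewer than 70 events counted for the yeast strain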;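 also: median channel GFP fluorescence of the barcoded RPL19A-GFP strain; ratio of sample median GFP to plate DMSO average so 100% = DMSO; lower means less RPL19A-GFP as with rapamycin TOR inhibition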
LAP4-GFP MLPCN – yeast TOR pathway LAP4-GFP modulation; AID 2023; hit rate 0.34% among 320,000; GFP response vs DMSO, % at 10 µM; S. cerevisiae LAP4-GFP multiplex, flow cytometry GFP, 3 h; median GFP as percent of DMSO wells;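 active = GFP response vs DMSO above a set limit, about the screen mean plus 3 SD, cut at about 150% in these data; inconclusive = under 70 cell events counted for the yeast strain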
AHR act – human AHR activation | activation, % at 5 µM | hit rate 2.5% among 320,000 | P35869 | AHR-responsive luciferase reporter cells, luminescence | AID 2796; in the data active = activation above about 47%;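 also: 0% = vehicle wells and 100% = reference agonist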
Target sequence (P35869 whole entry, looked up): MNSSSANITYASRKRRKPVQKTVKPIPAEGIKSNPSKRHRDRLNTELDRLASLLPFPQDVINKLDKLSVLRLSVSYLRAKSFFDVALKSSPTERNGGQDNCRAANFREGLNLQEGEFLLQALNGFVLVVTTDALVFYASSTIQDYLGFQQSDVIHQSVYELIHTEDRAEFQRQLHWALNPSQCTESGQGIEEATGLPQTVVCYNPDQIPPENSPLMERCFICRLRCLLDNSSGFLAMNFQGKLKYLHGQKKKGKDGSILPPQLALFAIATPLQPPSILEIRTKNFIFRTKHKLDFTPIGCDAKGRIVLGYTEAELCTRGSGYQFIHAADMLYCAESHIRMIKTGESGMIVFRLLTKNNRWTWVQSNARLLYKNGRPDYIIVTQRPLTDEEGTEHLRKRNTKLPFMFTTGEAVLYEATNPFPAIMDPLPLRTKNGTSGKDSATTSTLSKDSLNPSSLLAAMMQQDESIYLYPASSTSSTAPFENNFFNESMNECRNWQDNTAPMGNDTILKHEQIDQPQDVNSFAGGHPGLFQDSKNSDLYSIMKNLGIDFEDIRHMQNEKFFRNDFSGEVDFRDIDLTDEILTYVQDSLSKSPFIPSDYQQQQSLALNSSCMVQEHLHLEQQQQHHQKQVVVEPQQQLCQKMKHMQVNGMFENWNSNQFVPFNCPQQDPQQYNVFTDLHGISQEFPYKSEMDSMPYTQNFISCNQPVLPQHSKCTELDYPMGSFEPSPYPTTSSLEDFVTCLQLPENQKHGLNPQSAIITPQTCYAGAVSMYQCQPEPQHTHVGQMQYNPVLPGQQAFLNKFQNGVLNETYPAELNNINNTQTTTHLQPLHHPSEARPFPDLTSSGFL
JMJD2C inh – human JMJD2C demethylase inhibition | GST-JMJD2C(1-420) H3K9me3 demethylation, DELFIA europium | inhibition, % at 2.35 µM | AID 2099 | Q9H3R0 | hit rate 0.069% among 330,000;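 active = more than half of a compound's replicate wells show inhibition beyond 50%, single wells judged on their own value; inconclusive = some, but no more than half, of replicates pass 50% inhibition; inactive = no replicate passes 50% inhibition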;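 also: signal counts dimethyl H3K9 product captured on neutravidin plate; 0% = median of DMSO wells and 100% = 0.3 times that DMSO median; strong numbers were not always called active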
* marks the source's active call; other numbers are inactive results; i = inactive; u = inconclusive; x = not tested or not shown; & = joins results of further samples; [ ] = remark or other dose.

SMILES	CR mimetic SO	procasp3 activ	MEP2 TOR yeast	proCasp7 act	RPL19A-GFP yeast	LAP4-GFP MLPCN	AHR act	JMJD2C inh
O=C(NN1C(=O)c2ccccc2C1=O)c1ccncc1	91	6	93	0	94	111	8	3
Clc1cccc(OCCN2CCN(CCOc3cccc(Cl)c3)CC2)c1	83	-2	104	5	101	93	1	4
O=C(NCc1ccccn1)c1ccc(CNS(=O)(=O)c2cccc(Cl)c2)cc1	100	0	90	-6	94	92	7	24
O=C(NCc1ccccc1)C1CCCN(S(=O)(=O)c2cccc3nonc23)C1 (centres undefined)	102	-2	97	-3	98	102	1	5
CCn1cc(Cl)c(C(=O)Nc2nc3ccccc3n2CCN2CCCCC2)n1	109	5	105	-1	101	103	38	6
CCn1cc(C(=O)NCCC(=O)NCCO)c(=O)c2cc3c(cc21)OCO3	98	6	100	3	105	89	4	-31
O=C(NCC1CCCO1)C(c1cccs1)N(C(=O)c1ccc(CN2CCOCC2)o1)c1ccc(Cl)cc1 (centres undefined)	103	3	106	2	100	89	-3	8
c1ccc(-c2cc(N3CCCCC3)c3ccccc3n2)cc1	101	0	92	10	96	91	7	26
COCCNC(=O)CSc1nccn1Cc1ccc2c(c1)OCO2	115	4	101	4	100	99	1	1
CC(=O)OCCCNc1cc(Sc2nc3ccccc3s2)c2nonc2c1[N+](=O)[O-]	88	-12	90	-17	89	121	16	8
O=C(CN1CCN(c2ncccn2)CC1)NCCC1=CCCCC1	i	8	93	-10	96	93	-1	2
O=C(CCCOc1ccc(Cl)cc1Cl)N1CCc2ccccc2C1	137	1	97	10	100	108	5	-1
COc1ccc(Cl)cc1NC(=O)NCc1cccnc1	103	-6	109	0	113	110	25	-6
Cc1cccc(NC(=O)CSC2=NN3CCCC(=O)N=C3S2)c1C	93	2	98	-7	97	98	0	10
CC(C)CCn1c(NCCc2ccccc2)nc2c1c(=O)n(C)c(=O)n2C	94	5	104	2	103	100	4	-4&-2
Cc1c(C(N)=O)sc(N)c1C(=O)OC(C)C	114	-9	98	-5	96	92	12	3
CC1=C(C(=O)OCc2ccccc2)C(c2ccc([N+](=O)[O-])cc2)NC(=O)N1C (centres undefined)	99	8	101	2	103	90	-1	-9
CSc1ncc(Sc2ccccc2)c(C(=O)O)n1	101	2	105	3	97	107	-1	5
COc1cccc(NC(=O)NCCCSC2CCCCC2)c1	95	7	106	4	98	107	5	-1
CCC(NC(=O)CNC(=O)CNC(=O)c1ccc(Cl)cc1Cl)c1ccc(C)cc1 (centres undefined)	99	8	104	-2	105	96	4	3
COc1ccc(NC(=O)C2COc3ccccc3O2)cc1 (centres undefined)	98	0	104	-11	98	86	1	-9
O=C(OCc1nnc(-c2ccccc2)o1)c1ccc([N+](=O)[O-])o1	108	13	100	4	99	110	4	0
CCc1ccc(-c2csc(NC(=O)COC(=O)CCc3nc4ccccc4s3)n2)cc1	83	-2	99	5	100	97	12	-2
CC(C)CN(C(=O)COC(=O)c1ccc2c(c1)OCCO2)c1c(N)n(Cc2ccccc2)c(=O)[nH]c1=O	93	-4	101	5	95	104	2	4
CCCNC(=O)CCC(=O)Nc1ncc(-c2ccc(C)cc2)n1C	86	1	99	-7	97	95	4	2

The list goes on; it opens with the three that closed the last part.
SMILES	CR mimetic SO	procasp3 activ	MEP2 TOR yeast	proCasp7 act	RPL19A-GFP yeast	LAP4-GFP MLPCN	AHR act	JMJD2C inh
CCc1ccc(-c2csc(NC(=O)COC(=O)CCc3nc4ccccc4s3)n2)cc1	83	-2	99	5	100	97	12	-2
CC(C)CN(C(=O)COC(=O)c1ccc2c(c1)OCCO2)c1c(N)n(Cc2ccccc2)c(=O)[nH]c1=O	93	-4	101	5	95	104	2	4
CCCNC(=O)CCC(=O)Nc1ncc(-c2ccc(C)cc2)n1C	86	1	99	-7	97	95	4	2
Nn1c(SCC(=O)Nc2ccccc2)nnc(Cc2ccccc2)c1=O	105	-6	106	8	102	107	1	0
O=C(CN1CCN(c2ccccc2F)CC1)Nc1nnc(C(F)(F)F)s1	86	7	82	-1	93	83	3	-188
COc1ccc(F)cc1S(=O)(=O)n1cc(C)nc1-c1ccccc1	99	-11	102	-1	96	101	3	9
CC1=NN(c2nc(C)cc(C)n2)C(=O)C1CCC(C)C (centres undefined)	114	0	108	2	97	99	1	-2
COc1ccccc1C1C(C(C)=O)=C(C)N=c2s/c(=C\c3cc(OC)c(OC)c(OC)c3)c(=O)n21 (centres undefined)	96	-3	109	5	99	98	1	-3
CC1CN(C(=O)CCC(=O)NCCCN2CCN(Cc3ccccc3)CC2)c2cc(Cl)ccc2O1 (centres undefined)	101	1	102	-4	105	114	1	-3
CCOC(=O)C1(Cc2cccc(OC)c2)CCCN(Cc2nccn2CC)C1 (centres undefined)	80	4	95	-4	94	90	18	-9
O=C(Nc1ccon1)c1sc2cc(F)ccc2c1Cl	99	1	106	0	99	94	8	x
O=C(NCc1ccc(CNC(=O)c2ccco2)cc1)c1ccco1	101	0	106	-4	99	96	0	1
CCCN(CCC)S(=O)(=O)c1ccc(C(=O)Nc2nc3c(s2)CCc2ccccc2-3)cc1	94	10	94	3	97	95	15	x
O=C(c1ccco1)N1CCN(S(=O)(=O)Cc2ccccc2Cl)CC1	99	-7	103	-5	105	94	-3	1
CCC1Oc2ccccc2N(CC(=O)NCCN2C(C)CCCC2C)C1=O (centres undefined)	96	0	112	4	99	99	-1	3
CC(C)c1ccc(/C=C/C(=O)NCc2ccc(S(N)(=O)=O)cc2)cc1	97	-10	88	4	90	93	1	-7
CC1(C(=O)NCCCNc2ncc(C(F)(F)F)cc2Cl)C=CCN1C(=O)c1ccccc1 (centres undefined)	91	7	92	-2	100	109	-3	5
CCOC(=O)C1NN=C(C(=O)c2ccccc2)C1c1ccc(OC)cc1 (centres undefined)	97	-4	102	10	101	107	-2	-4
CCOc1ccc(C(=O)Nc2cccc(-c3ccc4nncn4n3)c2)cc1	95	0	94	1	94	90	-2	3
Cc1c(Cc2ccccc2)c(=O)oc2cc(OCc3ccc(C(=O)O)cc3)ccc12	89	3	101	0	95	99	-2	0
Cc1ccc(C(=O)N2CCNC(=O)C2CC(=O)Nc2ccc(F)cc2)cc1C (centres undefined)	116	-1	104	2	100	106	-2	18
CCOC(=O)c1cc2sccc2n1CC(=O)C(C)(C)C	93	9	99	12	98	105	2	-6
Cc1ccc(C(=O)CCS(=O)(=O)c2ccc(Cl)cc2)cc1	111	-22	97[may fluoresce green]	-29	98[may fluoresce green]	106[may fluoresce green]	2	9
CC(C)(C)n1ncc2c(=O)n(CC(=O)NCCc3ccccc3)cnc21	108	-8	100	0	103	100	4	-10
CCCCCn1c(=O)c(C(=O)c2ccccc2)nc2ccccc21	95	3	97	9	99	99	-1	3
Cc1ccc(F)cc1NC(=O)CCOc1ccccc1	92	-1	93	7	95	105	-5	-5
COc1ccccc1-c1nc(-c2ccccn2)no1	102	-3	102	0	97	102	113*	0
Cn1c(SCC(=O)Nc2ccc3c(c2)OCO3)nnc1-c1cnccn1	108	-4	104	-6	105	99	18	0
Other compounds:
SMILES	CR mimetic SO	procasp3 activ	MEP2 TOR yeast	proCasp7 act	RPL19A-GFP yeast	LAP4-GFP MLPCN	AHR act	JMJD2C inh
CCOC(=O)[C@H]1[C@H]2COc3ccc(Cl)cc3[C@@H]2N2C(=O)CNC(=O)[C@@]12C	90	-2	94	-1	97	88	0	-3
O=C(C1=NN(c2ccccc2)C2C(=O)N(c3ccccc3Cl)C(=O)C12)c1ccccc1 (centres undefined)	87	30*	98	48*	98	104	2	5
Cc1ccc(C)c(C(=O)CCC(=O)O)c1	101	5	101	5	103	105	0	-9
COc1ccc(/C=N/c2oc(C)c(C)c2C#N)c(OC)c1	105	-7	109	-9	98	95	-2	1
Cc1cc(NC(=O)CSc2nnc(-c3ccncc3)n2-c2ccc(F)cc2)no1	98	-4	135	-1	63	98	-1	8
CCOC(=O)CN(c1ccccc1)S(=O)(=O)c1ccc(F)cc1	92	0	104	10	103	102	1	-7
Cc1nc2scc(C)n2c(=O)c1S(=O)(=O)N1CCN(c2ccccc2F)CC1	107	9	92	8	93	85	1	-11
CCc1ccccc1OCCCCCNCCO	85	4	96	7	93	95	2	u
CC1CCCCN1S(=O)(=O)c1csc(C(N)=O)c1 (centres undefined)	95	7	107	0	101	110	0	1
Cc1ccc(C2CC(c3ccc(C)cc3)n3nc(N)nc3N2)cc1 (centres undefined)	92	9	103	3	104	104	0	25
O=C(N/N=C/c1ccc([N+](=O)[O-])cc1)c1[nH]ncc1Br	96	-5	102	5	105	108	4	7
O=C(C1CCN(S(=O)(=O)c2cccc([N+](=O)[O-])c2)CC1)N1CCOCC1	113	7	101	5	104	107	0	-4
CC(C)[C@H](NC(=O)[C@H](Cc1ccccc1)n1c(=O)[nH]c2ccccc2c1=O)C(=O)N[C@@H](Cc1ccccc1)C(=O)O	95	0	100	2	100	106	1	4
CCSC(=Nc1ccccc1)C1=C(O)COC1=O	106	3	94	-9	98	99	5	-13
Cc1nc2scc(C)n2c(=O)c1S(=O)(=O)NCC1CCN(Cc2ccc(Cl)cc2)CC1	98	3	102	-3	104	105	-1	3
Cc1ccc(-c2noc(CSc3nnc(-c4ccncc4)n3-c3ccc(C)cc3)n2)cc1	79	-6	94	-1	92	91	2	-2
CCOc1ncccc1C(=O)N(C)CC(=O)Nc1ccc(C)cc1	105	-3	101	8	99	96	0	1
COc1cc(OC)c2ccc(=O)oc2c1C(CCN1CCCC1)c1ccc2c(c1)OCO2 (centres undefined)	98	2	104	-6	101	95	2	-3
C=C(C)C(C)(C#CCN1CCCC1)OC(C)=O (centres undefined)	88	-3	103	5	99	98	0	-12
CCOc1ccc(CN(C)CC(=O)NCc2ccccc2Cl)cc1	105	5	111	17	102	97	4	-5
O=C(N1CCOCC1)N1CCN(c2ccccn2)CC1	95	-2	93	9	87	89	0	-15
CC(C)CNc1nnnc2c1sc1nc(N3CCOCC3)c3c(c12)CC(C)(C)SC3	109	4	102	0	100	107	-1	21
Cc1ccc(Cc2cc(C)n[nH]c2=O)cc1	86	-6	100	3	97	106	-2	14
Cc1c(C(=O)OCC(=O)Nc2ccc(C(N)=O)cc2)cccc1[N+](=O)[O-]	108	-9	102	8	104	89	-5	3
COc1ccc(CC(=O)Nc2ccccc2C(C)=O)cc1S(=O)(=O)N1CCOCC1	98	3	90	3	95	88	3	-12
CN1CCN(C(=O)c2ccccc2-c2nc(-c3ccccc3)no2)CC1	92	-7	110	1	105	105	15	-3
Cc1cc(CC(C)C)n(-c2nc3ccccc3c(=O)n2OCc2ccccc2)n1	104	-3	94	1	102	85	87*	3
O=C(Nc1ccccc1)c1ccc(NC2CCCCC2)c(S(=O)(=O)N2CCOCC2)c1	93	-2	101	-8	100	105	3	2
CCOC(=O)N1C(=O)[C@@](c2ccc(Cl)cc2)(C(C)C)N1C(=O)OCC	108	0	90	-3	97	109	0	8
CCCCCCCC1=CC2=CC(=O)C(C)(OC(C)=O)C(=O)C2=CN1CCc1ccccc1 (centres undefined)	102	-2	97	2	100	116	-1	-4
